DAGLB inh – diacylglycerol lipase beta (human) inhibition | Q8NCG7 | HEK293T DAGLB membrane lysate, EnzChek fluorogenic substrate | inhibition, % at 5.17 µM | actives 0.059% (n = 340,000) | AID 504411; in the data active means inhibition above about 34%;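 further: 0% = enzyme with vehicle and 100% = wells lacking enzyme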
Tat export inh – inhibitors of E. coli Tat protein transport. E. coli MC4100 TorA-mCherry Tat export, fluorescence. inhibition, % at 10 µM. actives 0.036% (n = 340,000). AID 488895;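 active means mean replicate inhibition at least 50% and at least half of replicates individually reaching 50%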;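 further: exported cargo escapes ClpAP degradation while cytoplasmic cargo is degraded and loses fluorescence; 0% = median of neutral control wells and 100% = median of NaSCN control wells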
HTR5A inv ag – inverse agonist of human HTR5A in OPRM1-OPRD1 counter-screen; inhibition, % at 9.3 µM; actives 0.083% (n = 340,000); HTR5A cell line, luminescence, inverse agonism; P47898; AID 504634; in the data active means inhibition mostly above about 23%, no sharp cut-off; inactive means mostly below about 18%;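 further: 0% = cells with DMSO and 100% = no-cell wells with DMSO; some compounds called inactive have numbers as strong as hits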
Target sequence (P47898 whole entry, looked up): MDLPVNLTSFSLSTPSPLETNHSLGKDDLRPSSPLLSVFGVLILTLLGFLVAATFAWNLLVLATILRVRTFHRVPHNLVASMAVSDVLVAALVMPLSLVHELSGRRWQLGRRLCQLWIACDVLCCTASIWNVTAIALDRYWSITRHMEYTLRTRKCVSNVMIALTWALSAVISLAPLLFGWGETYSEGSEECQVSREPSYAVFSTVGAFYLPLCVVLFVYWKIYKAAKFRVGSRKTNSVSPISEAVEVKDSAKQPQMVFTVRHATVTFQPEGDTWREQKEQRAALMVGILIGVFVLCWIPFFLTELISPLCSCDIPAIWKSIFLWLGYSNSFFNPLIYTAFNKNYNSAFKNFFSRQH
PKA-R2B act – activates the human PKA-R2B holoenzyme complex; P22694+P31323; PKA-R2B holoenzyme dissociation, Cy5-IP20 fluorescence polarization; R2B truncated from residue 108, S112A mutant; 0% DMSO only, 100% 113 µM cGMP; activation, % at 11.4 µM; actives 0.079% (n = 340,000); AID 504700;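 active means activation above a cutoff set at the mean over all compounds plus 3 SD, cut at about 18% in these data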;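 further: higher means more holoenzyme dissociation and a rise in polarization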
CDK5 p35 inh – inhibitors of human CDK5/p35 kinase; Q00535+Q15078; Recombinant CDK5/p35, ADP-Glo luminescence, 60 min; inhibition, % at 10 µM; actives 0.01% (n = 330,000);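 active means highest replicate inhibition of at least 50% and at least 75% of replicates reaching 50%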;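 further: plate controls were DMSO neutral control for no effect and GW8510 at 10 µM for full effect; many of its hits are not listed in these tables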
Target sequence (Q00535 whole entry, looked up): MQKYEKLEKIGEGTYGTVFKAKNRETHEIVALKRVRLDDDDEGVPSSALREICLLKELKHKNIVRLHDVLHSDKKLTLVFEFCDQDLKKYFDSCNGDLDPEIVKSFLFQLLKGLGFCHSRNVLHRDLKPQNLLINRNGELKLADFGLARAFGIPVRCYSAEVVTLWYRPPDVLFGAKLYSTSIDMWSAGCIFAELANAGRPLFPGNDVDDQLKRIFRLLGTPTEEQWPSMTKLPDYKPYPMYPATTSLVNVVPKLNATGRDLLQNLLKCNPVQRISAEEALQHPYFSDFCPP
Target sequence (Q15078 whole entry, looked up): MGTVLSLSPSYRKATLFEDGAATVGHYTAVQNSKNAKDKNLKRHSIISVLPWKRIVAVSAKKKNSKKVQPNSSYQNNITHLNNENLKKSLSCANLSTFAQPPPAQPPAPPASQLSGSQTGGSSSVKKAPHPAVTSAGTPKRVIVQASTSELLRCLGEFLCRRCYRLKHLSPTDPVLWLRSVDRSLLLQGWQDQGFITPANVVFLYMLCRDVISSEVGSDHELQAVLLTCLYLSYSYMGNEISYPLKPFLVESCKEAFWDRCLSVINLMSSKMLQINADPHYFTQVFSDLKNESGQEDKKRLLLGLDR
PKA-R1A activ – activates the PKA-R1A holoenzyme complex; P00514+P68181; activation, % at 11.4 µM; AID 504707; actives 0.083% (n = 340,000); PKA-R1A dissociation, Cy5-IP20 fluorescence polarization; scaled: DMSO 0%, 113 µM cGMP 100%;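 active means percent activation above the mean of all tested compounds plus 3 SD, cut at about 19% in these data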;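 further: higher means more PKAc released from R1A so a rise in polarization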
phage Ecoli inh – E. coli growth loss with phage present | growth absorbance | actives 0.26% (n = 360,000) | inhibition, % at 11.9 µM; in the data active means inhibition above about 11%
HTR5A ag – counter-screen for OPRM1-OPRD1 agonists: human HTR5A agonism. P47898. HTR5A agonist assay, luminescence, cell-based. activation, % at 9.3 µM. actives 0.61% (n = 340,000); in the data active means activation mostly above about 9.5%, no sharp cut-off; inactive means mostly below about 7.6%;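 further: 0% = cells with vehicle only and 100% = reference agonist; strong numbers were not always called active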
AddAB inh – less growth of phage-infected E. coli with AddAB. inhibition, % at 11.9 µM. actives 0.29% (n = 330,000). E. coli expressing H. pylori AddAB, absorbance growth; in the data active means inhibition above about 12%;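 further: 0% = vehicle wells of infected cells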
E coli growth – counter-screen for AddAB inhibitors: E. coli growth inhibition; E. coli V3065 growth, OD600 absorbance, 18 h; actives 0.27% (n = 330,000); inhibition, % at 11.9 µM; AID 449728;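 active means inhibition above the campaign's mean inhibition across all tested compounds plus 3 SD, cut at about 9.9% in these data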;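 further: uninfected addAB+ strain grown without phage in ampicillin broth; 0% = DMSO wells and 100% = ciprofloxacin 0.95 µg/ml wells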
SUMO Mot1 rescue – inhibitors of SUMOylation pathway: yeast Mot1-301 growth rescue; S. cerevisiae Mot1-301 growth rescue, ATP luminescence, 38.5C; percent above DMSO median, 100 means doubled; growth rescue, % at 18.8 µM; AID 2716; actives 1% (n = 320,000);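 active means every valid replicate shows activation above 250% relative to neutral control wells; inactive means the rest, any valid replicate at or below 250%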;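 further: OY570 slx delta 5 strain wells were the positive control but not used for scaling; some compounds called inactive have numbers as strong as hits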
Active calls of the source: *.

What do the screens show for `O=C(Cn1ccc(C(F)(F)F)n1)N/N=C/c1ccc2c(c1)OCO2`?
DAGLB inh: -1; Tat export inh: 4; HTR5A inv ag: -11; PKA-R2B act: 2; CDK5 p35 inh: -1.3; PKA-R1A activ: 15; phage Ecoli inh: 4.1; HTR5A ag: 3; AddAB inh: 4.3; E coli growth: 0.9; SUMO Mot1 rescue: -4

Results for CC1CCCCC1NC(=O)C1CCN(C(=O)c2sccc2-n2cccc2)CC1 (stereo unspecified) ?
DAGLB inh: -2; Tat export inh: 19; HTR5A inv ag: -18; PKA-R2B act: 0; CDK5 p35 inh: 1.5; PKA-R1A activ: -7; phage Ecoli inh: 3.2; HTR5A ag: 0; AddAB inh: 2.2; E coli growth: -0.6; SUMO Mot1 rescue: -18

Results for CCOCCCNS(=O)(=O)c1ccc2c(c1)oc(=O)n2CC(=O)OCC ?
DAGLB inh: 0; Tat export inh: -5; HTR5A inv ag: 7; PKA-R2B act: 9; CDK5 p35 inh: -2.4; PKA-R1A activ: -14; phage Ecoli inh: 3.3; HTR5A ag: -3; AddAB inh: -0.8; E coli growth: -1.1; SUMO Mot1 rescue: 1

How did C=CCn1cnc2scc(-c3ccccc3)c2c1=O do in these assays?
DAGLB inh: -2; Tat export inh: -10; HTR5A inv ag: 10; PKA-R2B act: 7; CDK5 p35 inh: 2.8; PKA-R1A activ: -8; phage Ecoli inh: 3.3; HTR5A ag: -4; AddAB inh: 2.8; E coli growth: 0.8; SUMO Mot1 rescue: 1

How did O=C(Nc1nccs1)c1ccc(Br)o1 do in these assays?
DAGLB inh: -1; Tat export inh: 7; HTR5A inv ag: 12; PKA-R2B act: -8; CDK5 p35 inh: 0.6; PKA-R1A activ: -8; phage Ecoli inh: 2.6; HTR5A ag: -1; AddAB inh: -0.8; E coli growth: 0.4; SUMO Mot1 rescue: 0

How did CCCn1c(SCC(=O)NCCc2ccccc2)nnc1-c1cccnc1 do in these assays?
DAGLB inh: 1; Tat export inh: 0; HTR5A inv ag: 10; PKA-R2B act: -6; CDK5 p35 inh: 1.6; PKA-R1A activ: 10; phage Ecoli inh: 3.1; HTR5A ag: -3; AddAB inh: -1.0; E coli growth: 1.5; SUMO Mot1 rescue: -6

Results for Cc1ccc(NC(=O)Cn2c(=O)c3cccn3c3ccccc32)cc1 ?
DAGLB inh: -2; Tat export inh: 0; HTR5A inv ag: -4; PKA-R2B act: -11; CDK5 p35 inh: 1.3; PKA-R1A activ: 2; phage Ecoli inh: 4.8; HTR5A ag: 2; AddAB inh: -0.3; E coli growth: -0.4; SUMO Mot1 rescue: -15

What do the screens show for `Cc1cc(C)c(C#N)c(SCc2nnc(-c3ccccc3[N+](=O)[O-])o2)n1`?
DAGLB inh: 1; Tat export inh: 4; HTR5A inv ag: -6; PKA-R2B act: -4; CDK5 p35 inh: -2.3; PKA-R1A activ: 2; phage Ecoli inh: 3.5; HTR5A ag: 2; AddAB inh: 2.5; E coli growth: 0.3; SUMO Mot1 rescue: 1

Results for CC1(C)CC(=O)CC(C)(C)N1OC(=O)c1ccccn1 ?
DAGLB inh: -1; Tat export inh: 2; HTR5A inv ag: -7; PKA-R2B act: 2; CDK5 p35 inh: 1.1; PKA-R1A activ: -6; phage Ecoli inh: 2.5; HTR5A ag: -6; AddAB inh: 2.4; E coli growth: -0.6

What do the screens show for `CC(NC(=O)c1ccco1)c1nc(-c2ccccc2)no1` (stereo unspecified)?
DAGLB inh: 0; Tat export inh: -4; HTR5A inv ag: -22; PKA-R2B act: 3; CDK5 p35 inh: 0.4; PKA-R1A activ: 1; phage Ecoli inh: 3.0; HTR5A ag: 1; AddAB inh: 1.7; E coli growth: 0.6; SUMO Mot1 rescue: -14

Results for O=C(Nc1ccccc1Cl)c1ccccc1S(=O)(=O)c1ccccc1[N+](=O)[O-] ?
DAGLB inh: -2; Tat export inh: 17; HTR5A inv ag: 0; PKA-R2B act: 3; CDK5 p35 inh: 1.5; PKA-R1A activ: -1; phage Ecoli inh: 3.8; HTR5A ag: 13; AddAB inh: 3.2; E coli growth: -1.0; SUMO Mot1 rescue: 1

What do the screens show for `COc1cc(C(=O)Oc2ccccc2/C=N/NC(=O)c2ccc(Cl)cc2)cc(OC)c1OC`?
DAGLB inh: -5; Tat export inh: 3; HTR5A inv ag: 2; PKA-R2B act: 0; CDK5 p35 inh: -8.7; PKA-R1A activ: -3; phage Ecoli inh: -5.2; HTR5A ag: -1; AddAB inh: 0.8; E coli growth: -1.6; SUMO Mot1 rescue: -21

What do the screens show for `CCOc1cc(/C=C2/C(=N)N3OC(C)=CC3=NC2=O)ccc1OCCOc1ccccc1`?
DAGLB inh: -7; Tat export inh: -2; HTR5A inv ag: -19; PKA-R2B act: -3; CDK5 p35 inh: -1.0; PKA-R1A activ: -14; phage Ecoli inh: 3.7; HTR5A ag: 7; AddAB inh: -0.7; E coli growth: -0.1; SUMO Mot1 rescue: 13

What do the screens show for `CCCCNC(=O)CSc1nnc(Cc2ccc(Cl)c(Cl)c2)c(=O)[nH]1`?
DAGLB inh: 3; Tat export inh: 3; HTR5A inv ag: 9; PKA-R2B act: 6; CDK5 p35 inh: -7.7; PKA-R1A activ: -9; phage Ecoli inh: -0.6; HTR5A ag: 2; AddAB inh: 0.6; E coli growth: -1.6; SUMO Mot1 rescue: -12

Results for COCCCNC(=O)c1c(N)n(/N=C/c2cccnc2)c2nc3ccccc3nc12 ?
DAGLB inh: 0; Tat export inh: 3; HTR5A inv ag: 4; PKA-R2B act: -7; CDK5 p35 inh: -0.4; PKA-R1A activ: 2; phage Ecoli inh: 1.4; HTR5A ag: 5; AddAB inh: 0.5; E coli growth: -0.4

How did O=C(OC(C(=O)NCc1ccc2c(c1)OCO2)c1ccncc1)c1ccc(Cl)nc1 (stereo unspecified) do in these assays?
DAGLB inh: 0; Tat export inh: 0; HTR5A inv ag: 14; PKA-R2B act: 0; CDK5 p35 inh: -0.5; PKA-R1A activ: 3; phage Ecoli inh: 0.1; HTR5A ag: -1; AddAB inh: -0.2; E coli growth: -0.7; SUMO Mot1 rescue: -8

Results for CCN1CCN(C(=O)c2ccc(OCC(=O)Nc3ccc(F)cc3)c(OC)c2)CC1 ?
DAGLB inh: -2; Tat export inh: -7; HTR5A inv ag: -11; PKA-R2B act: 5; CDK5 p35 inh: 1.5; PKA-R1A activ: 3; phage Ecoli inh: 4.7; HTR5A ag: 4; AddAB inh: -0.9; E coli growth: 0.2; SUMO Mot1 rescue: 32

How did NC(=O)c1oc2ccccc2c1NC(=O)c1ccco1 do in these assays?
DAGLB inh: 5; Tat export inh: 2; HTR5A inv ag: -13; PKA-R2B act: -5; CDK5 p35 inh: 0.5; PKA-R1A activ: 1; phage Ecoli inh: 2.4; HTR5A ag: 5; AddAB inh: 0.6; E coli growth: 1.2; SUMO Mot1 rescue: 4

How did CCN(CC1COc2ccccc2O1)C(=O)CN1C(=O)NC(C)(c2ccccc2)C1=O (stereo unspecified) do in these assays?
DAGLB inh: -1; Tat export inh: 2; HTR5A inv ag: 8; PKA-R2B act: 7; CDK5 p35 inh: -1.1; PKA-R1A activ: 7; phage Ecoli inh: 0.8; HTR5A ag: 2; AddAB inh: 2.8; E coli growth: -0.2; SUMO Mot1 rescue: 2

How did CC1CCC/C(=C\Nc2ccc(O)cc2)C1=O (stereo unspecified) do in these assays?
DAGLB inh: 6; Tat export inh: -6; HTR5A inv ag: 10; PKA-R2B act: 2; CDK5 p35 inh: 2.1; PKA-R1A activ: 3; phage Ecoli inh: 0.6; HTR5A ag: -4; AddAB inh: 3.2; E coli growth: -1.2; SUMO Mot1 rescue: 5

What do the screens show for `COc1ccc(/C=N/OCC(=O)Nc2ccc3c(c2)OCO3)c(OC)c1`?
DAGLB inh: -11; Tat export inh: -6; HTR5A inv ag: -3; PKA-R2B act: 0; CDK5 p35 inh: 2.0; PKA-R1A activ: -9; phage Ecoli inh: 0.2; HTR5A ag: 1; AddAB inh: -1.0; E coli growth: -1.3; SUMO Mot1 rescue: 4

What do the screens show for `CC(Oc1ccc(F)cc1)C(=O)Nc1cc(S(=O)(=O)N2CCCCC2)ccc1N1CCOCC1` (stereo unspecified)?
DAGLB inh: -4; Tat export inh: 7; HTR5A inv ag: -14; PKA-R2B act: -19; CDK5 p35 inh: -0.8; PKA-R1A activ: -1; phage Ecoli inh: 0.7; HTR5A ag: -1; AddAB inh: 1.9; E coli growth: 1.3; SUMO Mot1 rescue: -12

How did Cc1cc(C(=O)COC(=O)Cc2ccc(Br)cc2)c(C)n1C do in these assays?
DAGLB inh: -7; Tat export inh: -6; HTR5A inv ag: 17; PKA-R2B act: 3; CDK5 p35 inh: 1.6; PKA-R1A activ: 6; phage Ecoli inh: 0.5; HTR5A ag: -7; AddAB inh: 1.8; E coli growth: 0.9; SUMO Mot1 rescue: 1

How did O=C(Cc1ccccc1)N(c1ccccc1)c1ccccc1 do in these assays?
DAGLB inh: -4; Tat export inh: 3; HTR5A inv ag: 16; PKA-R2B act: -6; CDK5 p35 inh: -0.3; PKA-R1A activ: -11; phage Ecoli inh: 2.3; HTR5A ag: -1

Results for O=C1NC(=Nc2cccc([N+](=O)[O-])c2)SC1(CO)CO ?
DAGLB inh: 1; Tat export inh: 1; HTR5A inv ag: -7; PKA-R2B act: -4; CDK5 p35 inh: 0.1; PKA-R1A activ: -12; phage Ecoli inh: 2.9; HTR5A ag: 2; AddAB inh: -1.0; E coli growth: 0.3; SUMO Mot1 rescue: 10

How did CC(C)(C)OC(=O)N1CCN(Cc2ccc(F)c(B(O)O)c2)CC1 do in these assays?
DAGLB inh: -1; Tat export inh: -3; HTR5A inv ag: -12; PKA-R2B act: -5; CDK5 p35 inh: -0.1; PKA-R1A activ: 4; phage Ecoli inh: 2.3; HTR5A ag: 3

Reprinted at random: 3 records from the list
What do the screens show for `COc1ccc(/C=N/OCC(=O)Nc2ccc3c(c2)OCO3)c(OC)c1`?
DAGLB inh: -11; Tat export inh: -6; HTR5A inv ag: -3; PKA-R2B act: 0; CDK5 p35 inh: 2.0; PKA-R1A activ: -9; phage Ecoli inh: 0.2; HTR5A ag: 1; AddAB inh: -1.0; E coli growth: -1.3; SUMO Mot1 rescue: 4

How did CC1CCC/C(=C\Nc2ccc(O)cc2)C1=O (stereo unspecified) do in these assays?
DAGLB inh: 6; Tat export inh: -6; HTR5A inv ag: 10; PKA-R2B act: 2; CDK5 p35 inh: 2.1; PKA-R1A activ: 3; phage Ecoli inh: 0.6; HTR5A ag: -4; AddAB inh: 3.2; E coli growth: -1.2; SUMO Mot1 rescue: 5

What do the screens show for `COc1cc(C(=O)Oc2ccccc2/C=N/NC(=O)c2ccc(Cl)cc2)cc(OC)c1OC`?
DAGLB inh: -5; Tat export inh: 3; HTR5A inv ag: 2; PKA-R2B act: 0; CDK5 p35 inh: -8.7; PKA-R1A activ: -3; phage Ecoli inh: -5.2; HTR5A ag: -1; AddAB inh: 0.8; E coli growth: -1.6; SUMO Mot1 rescue: -21
